Assay outcomes from PubChem.
U2OS ROS induce = ROS inducers in U2OS cancer cells, primary screen, cell-based, H2DCF-DA fluorescence; U2OS ROS induction; ROS induction (% of piperlongumine), % at 10 µM; hit rate 2% among 46,000; AID 624156, 2012; in the data active = ROS induction above about 79%, passing the limit was not always enough; inconclusive = no clear call, values can overlap the other calls;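 note: 0% = DMSO vehicle median and 100% = reference compound median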
* marks the source's active call; other numbers are inactive results; ? = inconclusive. The list is partial; count on the stated rates, not on these rows.

| SMILES | U2OS ROS induce |
| --- | --- |
| C[C@@H]1CN([C@@H](C)CO)C(=O)CCCn2cc(nn2)CO[C@H]1CN(C)C(=O)c1ccccc1 | 3 |
| c1ccc(-c2csc(-c3ccc4c(c3)OCCO4)n2)cc1 | 5 |
| COC(=O)CCCCCCC(=O)N/N=C/c1ccc(Br)cc1 | 16 |
| COc1ccc(O)c(/C=N/NC(=O)CCCCC(=O)NO)c1 | -5 |
| COc1ccc2[nH]c(=O)c(CN(C)S(=O)(=O)c3ccc(C)cc3)cc2c1 | -4 |
| COC(=O)c1ccc(CSc2nc3ccccc3s2)o1 | 2 |
| O=C(CSc1nc2c(c(=O)n1CCc1ccccc1)SCC2)Nc1nccs1 | -20 |
| C[C@H]1CN([C@@H](C)CO)C(=O)Cc2cc(NC(=O)C3CCCCC3)ccc2O[C@@H]1CN(C)S(C)(=O)=O | -7 |
| COC(=O)c1cc2oc3ccccc3c2n1CC(=O)N(C)c1ccccc1 | 8 |
| C=CCn1c(=S)sc2c(Sc3nnc(-c4ccco4)o3)ncnc21 | -30 |
| COc1ccc(C)cc1S(=O)(=O)N1CCC(C(=O)Nc2ccccc2Sc2ccccc2)CC1 | 16 |
| C[C@H]1CN([C@@H](C)CO)C(=O)Cc2cc(NC(=O)CCCCCC(=O)Nc3ccccc3N)ccc2O[C@H]1CN(C)C(=O)Nc1ccc(F)cc1 | -1 |
| C[C@@H]1CN([C@H](C)CO)C(=O)c2cccc(NC(=O)c3cnccn3)c2O[C@H]1CN(C)Cc1ccc(C(=O)O)cc1 | -3 |
| C=C1CC/C=C(/COC(C)=O)C(=O)C[C@@H]2[C@@H]1CC2(C)C | 7 |
| O=C(O)c1ccc(CSc2nnc(COc3ccc(Cl)cc3Cl)o2)cc1 | 18 |
| COc1ccc(S(=O)(=O)Nc2ccc3c(c2)CC(=O)N([C@@H](C)CO)C[C@H](C)[C@@H](CN(C)S(C)(=O)=O)O3)cc1 | -13 |
| COc1cccc(NC(=O)CSc2nnc(-c3ccc(Cl)cc3)n2-c2ccc(F)cc2)c1 | 7 |
| Cc1ccc(C(=O)/C=c2\[nH]c(=O)/c(=C/c3cccnc3)s2)cc1 | 6 |
| COC(=O)c1cc(NC(=O)N2c3ccccc3Sc3ccccc32)cc(C(=O)OC)c1 | 9 |
| COc1ccc(-c2c(C#N)c(SCC(=O)c3ccccc3)nc3c2C(=O)CC(C)(C)C3)cc1 | 138* |
| C[C@H](CO)N1C[C@H](C)[C@H](CN(C)S(=O)(=O)c2cn(C)cn2)Oc2c(NC(=O)Nc3ccc(F)cc3)cccc2C1=O | -11 |
| C[C@@H]1CN([C@H](C)CO)C(=O)Cc2cc(NC(=O)CCC(F)(F)F)ccc2O[C@@H]1CN(C)C(=O)Nc1ccc(F)cc1 | -9 |
| COc1ccccc1-n1c(SC(C)C(=O)N2CCCCC2)nc2ccc(I)cc2c1=O (stereo unspecified) | 38 |
| C[C@@H]1CCCCO[C@@H](CN(C)S(=O)(=O)c2cn(C)cn2)[C@@H](C)CN([C@H](C)CO)C(=O)c2cc(NS(=O)(=O)c3ccccc3)ccc2O1 | -9 |
| C[C@@H]1CN([C@@H](C)CO)C(=O)c2cc(NS(=O)(=O)c3ccccc3)ccc2O[C@@H]1CN(C)C(=O)NC1CCCCC1 | -35 |
| C[C@H]1CN([C@@H](C)CO)C(=O)Cc2cc(NC(=O)CCN3CCOCC3)ccc2O[C@H]1CN(C)Cc1ccc(C(=O)O)cc1 | -8 |
| CNC(=O)Nc1nc2cccnc2s1 | -3 |
| Cc1noc(C)c1S(=O)(=O)N(C)C[C@@H]1Oc2c(NS(=O)(=O)c3ccccc3)cccc2C(=O)N([C@H](C)CO)C[C@@H]1C | -6 |
| C[C@H](CO)N1C[C@H](C)[C@H](CN(C)S(C)(=O)=O)Oc2ccc(NC(=O)Cc3ccccc3)cc2CC1=O | -15 |
| C=C1C[C@]23C[C@@]1(O)CC[C@H]2[C@@]12C=C[C@H](O)[C@@](C)(C(=O)O1)[C@H]2[C@@H]3C(=O)O | -4 |
| C[C@@H]1CN([C@H](C)CO)C(=O)Cc2cc(NS(=O)(=O)c3ccccc3)ccc2O[C@@H]1CN(C)S(=O)(=O)c1cccs1 | 8 |
| C[C@@H]1CCCCO[C@@H](CN(C)C(=O)Nc2ccc(F)cc2)[C@@H](C)CN([C@H](C)CO)C(=O)c2cc(NS(=O)(=O)c3ccc(F)cc3)ccc2O1 | 17 |
| COc1ccc(N(C(=O)c2ccccc2)S(=O)(=O)c2ccc(Cl)cc2)cc1 | 0 |
| COc1cc(NC(=O)COc2cc(C)c(Cl)c(C)c2)ccc1NC(=O)c1cc2ccccc2o1 | -10 |
| CCCCC1=NN(C(=O)C2CC2)C(O)(C(F)(F)F)C1 (stereo unspecified) | -15 |
| Cc1sc2nc(SCCC(=O)NC3CCCCC3)[nH]c(=O)c2c1C | -3 |
| C[C@H](CO)N1C[C@H](C)[C@H](CN(C)S(=O)(=O)c2cccs2)Oc2c(NC(=O)c3ccncc3)cccc2C1=O | -10 |
| C[C@@H]1CCCCO[C@@H](CN(C)Cc2ccc(C(=O)Nc3ccccc3N)cc2)[C@@H](C)CN([C@H](C)CO)C(=O)c2cc(NS(=O)(=O)c3ccc(F)cc3)ccc2O1 | ? |
| C[C@@H]1CN([C@@H](C)CO)C(=O)CCCn2nncc2CO[C@@H]1CN(C)C(=O)Nc1ccnc(N2CCOCC2)c1 | 16 |
| C[C@@H]1CCCCO[C@@H](CN(C)C(=O)Nc2ccc(F)cc2)[C@@H](C)CN([C@H](C)CO)C(=O)c2cc(NS(=O)(=O)c3cn(C)cn3)ccc2O1 | -5 |
| C[C@@H]1CN([C@@H](C)CO)C(=O)c2cc(NC(=O)Nc3cccc4ccccc34)ccc2O[C@H]1CN(C)C(=O)Nc1ccccc1 | -3 |
| C[C@@H]1CN([C@H](C)CO)C(=O)c2cc(NC(=O)Nc3cccc4ccccc34)ccc2O[C@@H]1CN(C)CC1CCCCC1 | 1 |
| COc1ccc(CN(C)C[C@H]2Oc3ccc(NC(=O)Cn4cnnn4)cc3C(=O)N([C@@H](C)CO)C[C@H]2C)cc1 | 1 |
| Ic1ccc(N2CCN(Cc3c[nH]c4ncccc34)CC2)cc1 | 8 |
| C=C1C(=O)O[C@@H]2[C@H]3C(CO)=CC(=O)C3=C(C)C[C@H](OC(=O)Cc3ccc(O)cc3)[C@@H]12 | 205* |
| C[C@H](CO)N1C[C@H](C)[C@H](CN(C)Cc2ccccc2)Oc2ncc(-c3ccc(F)cc3)cc2C1=O | -15 |
| COC(=O)c1cc(S(=O)(=O)/C=C/c2ccccc2)c(Cl)cc1Cl | 121* |
| Cc1cc(Oc2ccccc2)nc(SCC(=O)Nc2ccccc2)n1 | -9 |
| Cc1noc(C)c1NC(=O)Nc1cccc2c1O[C@H](CN(C)C(=O)NC(C)C)[C@H](C)CN([C@@H](C)CO)C2=O | 11 |
| C[C@@H]1CCCCO[C@@H](CN(C)CC2CCCCC2)[C@@H](C)CN([C@H](C)CO)C(=O)c2cc(NC(=O)C3CCCCC3)ccc2O1 | ? |
| Cc1noc(C)c1NC(=O)Nc1ccc2c(c1)C(=O)N([C@H](C)CO)C[C@H](C)[C@H](CN(C)C(=O)Nc1ccc(F)cc1)O2 | -2 |
| CC(=O)Nc1cc(C(=O)NCCN2C(C)CCCC2C)ccc1Sc1ccc(C)cc1 (stereo unspecified) | 9 |
| C[C@@H]1CCCCO[C@H](CN(C)Cc2ccc3c(c2)OCO3)[C@@H](C)CN([C@H](C)CO)C(=O)c2cc(N(C)C)ccc2O1 | 4 |
| COc1ccc(NC(=O)Nc2ccc3c(c2)CC(=O)N([C@@H](C)CO)C[C@@H](C)[C@@H](CN(C)C)O3)cc1 | -8 |
| CN(C)c1nc(C(C)(C)C)cc2c1C(=O)NC2=O | -8 |
| Cc1cc(C)c(S(=O)(=O)N(CC(=O)O)Cc2ccc(Cl)cc2)c(C)c1 | -5 |
| O=C(Nc1ccc(Cl)cc1)N1N=C2c3ccccc3CCC2C1c1cccs1 (stereo unspecified) | 66 |
| Cc1c(Cc2ccccc2)c(=O)oc2cc(OC3CCCCC3=O)ccc12 (stereo unspecified) | 19 |
| C[C@H]1CN([C@@H](C)CO)C(=O)c2cccc(NC(=O)NC3CCCCC3)c2O[C@@H]1CN(C)Cc1ccc(C(=O)O)cc1 | -6 |
| C[C@@H]1CCCCO[C@@H](CN(C)Cc2ccc(C(=O)Nc3ccccc3N)cc2)[C@@H](C)CN([C@H](C)CO)C(=O)c2cc(NC(=O)Nc3ccccc3)ccc2O1 | -13 |

Next part.
SMILES | U2OS ROS induce
CC1CCCC(NC(=O)CCCn2c3ccccc3c3cn[nH]c(=O)c32)C1C (stereo unspecified) | -2
CCn1c(SCC(=O)Nc2ccccc2N2CCOCC2)nnc1-c1ccccc1 | -2
C[C@H]1CN([C@@H](C)CO)C(=O)c2cc(NC(=O)CCC(F)(F)F)ccc2O[C@H]1CN(C)CC1CC1 | -17
C[C@@H]1CN([C@@H](C)CO)C(=O)Cc2cc(NC(=O)NC3CCCCC3)ccc2O[C@@H]1CN(C)Cc1ccc(Oc2ccccc2)cc1 | 43
O=C(Nc1nc(-c2ccccc2)cs1)c1ccc(S(=O)(=O)N2CCCCC2)cc1 | 40
CC(C)OC(=O)N(C)C[C@@H]1OCc2cn(nn2)CCCC(=O)N([C@H](C)CO)C[C@H]1C | -6
Cc1ccc(S(=O)(=O)c2ccc(Cl)cc2)cc1S(=O)(=O)N1CCCC1 | 10
C[C@@H]1CN([C@H](C)CO)C(=O)Cc2cc(NS(=O)(=O)c3cccs3)ccc2O[C@@H]1CN(C)CC1CCCCC1 | 18
FC(F)(F)c1ccc(-c2nnc(-c3ccccn3)c(-c3ccccn3)n2)nc1 | 3
C[C@H]1CN([C@@H](C)CO)C(=O)c2cc(NS(=O)(=O)c3cn(C)cn3)ccc2O[C@H]1CN(C)S(=O)(=O)c1ccc(F)cc1 | -1
C[C@H](CO)N1C[C@H](C)[C@@H](CN(C)Cc2ccncc2)Oc2ccc(NC(=O)Nc3ccc(C(F)(F)F)cc3)cc2C1=O | 44
C[C@H]1CN([C@@H](C)CO)C(=O)Cc2cc(NS(=O)(=O)c3ccc(F)cc3)ccc2O[C@H]1CN(C)S(=O)(=O)c1ccccc1 | 106*
C[C@H]1CN([C@@H](C)CO)C(=O)Cc2cc(NS(=O)(=O)c3ccccc3)ccc2O[C@@H]1CN(C)Cc1ccc(C(F)(F)F)cc1 | 37
Cc1ccc(NC(=O)c2nc[nH]c2C(=O)N2CCCCC2)c(C(=O)c2ccccc2)c1 | ?
CS(=O)(=O)N(Cc1ccccc1)c1ccc(C(=O)NCCSc2ccccn2)cc1 | -6
CNC[C@H]1Oc2ccc(NS(=O)(=O)c3ccc(F)cc3)cc2CC(=O)N([C@H](C)CO)C[C@H]1C | 16
C[C@@H]1CN([C@H](C)CO)C(=O)c2cccc(NC(=O)Nc3ccccc3)c2O[C@@H]1CN(C)C(=O)Nc1ccc2c(c1)OCO2 | 15
C[C@H](CO)N1C[C@H](C)[C@H](CN(C)S(=O)(=O)c2ccccc2)Oc2c(NS(=O)(=O)c3ccccc3)cccc2C1=O | -11
Nc1ncnc2c1ncn2C1OC(CO)[C@H](O)[C@@H]1S (stereo partly specified) | 0
Clc1ccccc1CSc1nnc(Cn2cnc3ccccc32)n1-c1ccccc1 | 4
O=C(NCc1ccco1)c1ccc(Cl)c(S(=O)(=O)N2CCOCC2)c1 | -4
C[C@H](CO)N1C[C@H](C)[C@H](CN(C)C(=O)Nc2ccccc2)Oc2ccc(NC(=O)Nc3ccc(F)cc3)cc2CC1=O | -7
CSc1ccccc1NC(=O)CSc1nc2ccc(C)cc2[nH]1 | 33
C[C@H](CO)N1C[C@H](C)[C@H](CN(C)S(=O)(=O)c2ccc(C#N)cc2)Oc2ncc(-c3cc4ccccc4o3)cc2C1=O | 69
C[C@H](CO)N1C[C@H](C)[C@H](CN(C)Cc2ccc(-c3ccccc3)cc2)Oc2ccc(NC(=O)CCCCCC(=O)Nc3ccccc3N)cc2C1=O | -4
COC(=O)c1csc(C(=O)OC)c1C | 11
COc1ccc(NC(=O)c2nn(C)c3c2COc2ccccc2-3)cc1 | 14
COC(=O)C1=C(C)N(c2ccc(F)cc2)/C(=C/c2ccco2)C1=O | 5
c1ccc(CSc2ccc(-c3cccs3)nn2)cc1 | -11
COC(=O)c1ccccc1NC(=O)c1ccc(NS(=O)(=O)c2cccc3cccnc23)cc1 | -10
CC(=O)Oc1ccc(C2OC(=O)c3ccccc3N2C(C)=O)cc1 (stereo unspecified) | ?
